Nrf2 activator: activates Nrf2 signaling | AID 624171 | hit rate 0.31% among 410,000 | AREc32 ARE-luciferase reporter (MCF7-derived line), luminescence, 24 h | Potency, µM (series often up to 46.1 µM), without a hit: at the highest dose activation, hits mostly activators; note: potency is the fitted concentration of half-maximal effect; % of control where 0% means no effect; nearly all actives have a fitted effect of over 65% in size
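Luminescent ARE reporter assay in AREc32_Fluc cells: overnight plating at 37 deg C, 24 hr compound incubation, Steady-Glo added, 30 min RT before reading.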
IL-2 act: activators of IL-2 | activation, % (series mostly up to about 46 µM) | AID 652025 | hit rate 0.065% among 360,000 | IL-2 activation reporter assay, cell-based qHTS; stimulated with anti-CD3/CD4/CD28 beads; in transgenic mouse T cells; in the data active = activation above about 50%; inconclusive = mostly about 30% to 49%; note: 0% is about no effect
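Using fluorescent plate cytometry, EGFP and DsRed are detected in transgenic mouse T cells stimulated 18 h at 37 degrees C with antibody-coated beads after 60 min compound pretreatment.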
S2 tox: cell viability loss in ATXN counter-screen | S2 cells (HEK-293 line with an ATXN2-luciferase reporter) viability, CellTiter-Fluor protease fluorescence, 24 h | AID 651635 | Potency, µM (top dose mostly 56.7 µM), most hits filed as cytotoxic | hit rate 0.49% among 400,000; note: potency is the fitted concentration of half-maximal effect; nearly all actives have a fitted effect of over 40% in size
EPAC2 agonist: agonists of human EPAC2 (RAPGEF4) | hit rate 0.079% among 360,000 | Q8WZA2 | EPAC2 activation, biochemical qHTS; response scale: 100% = 6.5 mM cAMP response | Potency, µM (doses to about 154 µM), inactives show at the highest dose activation, most hits filed as activators; note: potency is the fitted concentration of half-maximal effect; nearly all actives have a fitted effect of over 50% in size
Target sequence (Q8WZA2 whole entry, looked up): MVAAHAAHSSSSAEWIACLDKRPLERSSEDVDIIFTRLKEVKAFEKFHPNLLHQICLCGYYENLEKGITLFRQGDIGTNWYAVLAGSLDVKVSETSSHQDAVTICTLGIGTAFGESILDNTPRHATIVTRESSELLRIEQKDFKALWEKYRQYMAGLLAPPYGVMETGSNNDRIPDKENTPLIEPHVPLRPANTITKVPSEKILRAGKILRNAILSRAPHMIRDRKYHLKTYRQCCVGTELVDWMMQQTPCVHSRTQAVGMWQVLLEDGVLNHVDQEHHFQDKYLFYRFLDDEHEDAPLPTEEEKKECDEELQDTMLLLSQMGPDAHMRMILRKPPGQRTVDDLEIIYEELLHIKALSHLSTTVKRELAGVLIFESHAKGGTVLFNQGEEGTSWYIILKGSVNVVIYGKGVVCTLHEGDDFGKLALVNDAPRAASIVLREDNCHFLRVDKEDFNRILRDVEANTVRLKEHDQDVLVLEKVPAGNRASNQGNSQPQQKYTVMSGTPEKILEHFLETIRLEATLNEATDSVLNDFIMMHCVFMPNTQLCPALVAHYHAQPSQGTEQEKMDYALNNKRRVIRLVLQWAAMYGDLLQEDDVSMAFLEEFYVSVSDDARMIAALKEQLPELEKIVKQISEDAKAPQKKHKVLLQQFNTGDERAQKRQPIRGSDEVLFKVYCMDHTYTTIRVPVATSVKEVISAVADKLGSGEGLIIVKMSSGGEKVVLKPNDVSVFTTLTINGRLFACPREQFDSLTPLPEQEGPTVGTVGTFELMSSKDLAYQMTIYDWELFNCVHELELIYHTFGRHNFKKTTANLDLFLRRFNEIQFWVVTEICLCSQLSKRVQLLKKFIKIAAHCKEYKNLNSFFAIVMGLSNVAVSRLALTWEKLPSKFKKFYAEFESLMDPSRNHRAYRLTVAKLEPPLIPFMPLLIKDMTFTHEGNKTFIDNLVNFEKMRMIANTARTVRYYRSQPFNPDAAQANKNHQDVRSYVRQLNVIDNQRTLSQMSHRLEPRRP
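In this primary screen, activation is scored as increased exchange of BODIPY-GDP from Rap1B by 100 nM EPAC2, with 50 uM GDP as competitor. Signal is normalized to the 6.5 mM cAMP agonist control.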
ATXN2 expr inh: ATXN2 expression inhibition. HEK-293 ATXN2-luciferase reporter, luminescence, 24 h. Potency, µM (top dose mostly 57 µM), without a hit: at the highest dose activity change, negative = inhibition, usual class: inhibitors. hit rate 0.72% among 360,000. AID 1745845; note: potency is the fitted concentration of half-maximal effect; % is set by controls: 0 for no effect and ±100 for the full control effect; nearly all actives have a fitted effect of over 55% in size
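qHTS (up to 57 uM final) was run with 24 h compound exposure of reporter cells at 37 °C. Each well was multiplexed: SteadyGlo luminescence measured ATXN2-luciferase expression after a fluorogenic Gly-Phe-AFC viability readout (25 uM final).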
TGFb SMAD3 inh: inhibitors of TGF-b signaling | HepG2 CAGA-GFP TGF-b/SMAD3 reporter, GFP fluorescence, 18 h; TGF-beta stimulated, 500 pg/mL final | Potency, µM (highest dose often 46.1 µM), for inactives: at the highest dose activity, negative = inhibition, hits mostly inhibitors | hit rate 1.2% among 410,000; note: potency is the fitted concentration of half-maximal effect; % is set by controls: 0 for no effect and ±100 for the full control effect; nearly all actives have a fitted effect of over 65% in size
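Using HEPG2 CAGA-GFP reporter cells at 1000 cells/well, we pinned test compounds, stimulated with recombinant TGF-beta (500 pg/mL final) and measured total well GFP after 18 h.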
A549 tox: A549 cytotoxicity, counter-screen for Nrf2 inhibitors | A549 ARE-Fluc cells, CellTiter-Fluor viability, 18-24 h | hit rate 0.16% among 390,000 | Potency, µM (titrated, usually from 46 µM), for inactives: top-dose activity change, negative = cytotoxicity, usual class: inhibitors; note: potency is the fitted concentration of half-maximal effect; % is set by controls: 0 for no effect and ±100 for the full control effect
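A549 ARE_Fluc cells in 5% FBS OPTI-MEM were exposed to compounds in concentration-response for 18-24 h at 37 deg C. Viability was read by CellTiter-Fluor fluorescence (Ex 405/Em 525) after 30 min, before the luciferase read.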
HepG2 viability: kills HepG2 cells in TGF-b inhibitor counter-screen; Potency, µM (top dose mostly 46.1 µM), inactives show at the highest dose activity change, negative = cytotoxicity, actives largely listed as cytotoxic; AID 588856; hit rate 0.76% among 410,000; HepG2 CAGA-GFP viability, ATP luminescence, 18 h; note: potency is the fitted concentration of half-maximal effect; some results filed as inactive show a strong effect at the top dose
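HepG2 CAGA-GFP cells (1000/well, DMEM with 1% FBS) received compound, then TGF-beta at 500 pg/mL final, and were incubated 18 hours at 37 degrees C. Viability was read by CellTiter-Glo luminescence. Media-only wells were set as complete cell-killing and DMSO as no toxicity.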
Nrf2 inh: blocks Nrf2 signaling | Potency, µM (doses to about 46 µM), inactives show at the top dose activity change, negative = inhibition, usual class: inhibitors | A549 ARE-Fluc reporter, luciferase luminescence, 18-24 h | hit rate 2.1% among 360,000 | AID 504444; note: potency is the fitted concentration of half-maximal effect; % is set by controls: 0 for no effect and ±100 for the full control effect; nearly all actives have a fitted effect of over 60% in size
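In this cell-based qHTS, ARE-driven firefly luciferase in A549 cells reports Nrf2 activity; the luminescent signal after BugLite lysis is the measured value, with a prior CellTiter-Fluor read for cell health.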
Starred values were filed as active, the others as inactive; i = inactive; ? = inconclusive; . = not tested or not shown; & = joins results of further samples; [ ] = dose if it differs, or a comment. Unless noted, calls come from the whole dose curve; as a rule, active = well fitted curve in the direction sought with a large enough effect; inconclusive = small, poorly fitted or top-dose-only effect, or another doubt; inactive = no such curve, though single readings can be large; an effect the other way counts as inactive or inconclusive. Rows are unselected. About 4.3% of those tested had a hit in this group.

Values run as follows: Nrf2 inh	HepG2 viability	TGFb SMAD3 inh	ATXN2 expr inh	EPAC2 agonist	IL-2 act	Nrf2 activator	A549 tox	S2 tox
1: NC12NC(=O)C3(O)C4C5CC(C6C5C3C61)C42 (stereo not given)
    6%	-27%	6%	-18%	2%	4.9	-0.6%	-7%	i
2: CSc1ccc(/C=C/c2nc3ccccc3n2S(=O)(=O)c2ccc(F)c(C)c2)cc1
    .	-96%	?	.	.	.	-3.0%	-2%	.
3: O=C(NC(=S)Nc1ccccc1N1CCOCC1)c1ccc(-c2cc(Cl)ccc2Cl)o1
    6%	3%	-1%	-5%	2%	-3.6	0.2%	2%	i
4: Cc1ccccc1OCC(=O)Nc1ccccc1C(=O)OCc1cc(=O)n2ccsc2n1
    .	12%	22%	0%	.	.	5.3%	11%	i
5: Cc1ccc(N(C(=O)Cn2nnc3ccccc32)C(C(=O)NC2CCCCC2)c2cn(C)nc2C)cc1 (stereo not given)
    7%	-7%	-1%	-2%	0%	-4.4	-0.1%	-2%	i
6: Cc1ccc(C(C)C)c(OCC(=O)NN2C(=O)c3ccccc3C2=O)c1
    2%	4%	2%	.	12%	2.3	-1.2%	-1%	i
7: Cc1cn([C@H]2C[C@H](O)[C@@H](CCC(=O)NCC3CCCO3)O2)c(=O)[nH]c1=O (stereo not given in full)
    .	-24%	7%	2%	-21%	-0.6	0.0%	.	i
8: CCCN1C2CCCC1CC(NC(=O)c1cc(OC)c(OC)c(OC)c1)C2 (stereo not given)
    9%	-20%	-8%	-1%	7%	-0.7	-0.1%	19%	i
9: CSc1c(C#N)c(N)c(C#N)c2c1COC(C)(C)C2
    -30%	-3%	2%	-5%	2%	0.5	0.7%	4%	i
10: Cc1nnc(SCC(=O)Nc2ccc(-c3nc4ccccc4s3)cc2)s1
    ?	5%	-7%	18%	-5%	0.2	4.7%	-1%	i
11: O=C(CSc1nnc(-c2cccnc2)n1C1CCCCC1)NC1CCCCC1
    .	-6%	1%	-8%	7%	-0.8	-0.5%	2%	i
12: COc1ccc(CCNC(=O)CCCn2c(=O)c3ccccc3n(CC(=O)Nc3cccc(C)c3)c2=O)cc1OC
    -6%	-19%	?	-35%	.	.	0.6%	-16%	?
13: Cc1ccc(NC(=O)CSc2nccn2Cc2ccco2)c(C)c1
    ?	0%	1%	-19%	7%	-2.7	-1.0%	1%	i
14: CCc1ccc(NC(=O)C2CCCN(S(=O)(=O)c3ccc4c(c3)CCCN4C(C)=O)C2)cc1 (stereo not given)
    ?	-7%&-12%	?	?	3%	-5.6	1.9%&5.5%	-1%&4%	?
15: O=C(NCC1CCCO1)C1CCN(C(=O)c2ccc(Br)cc2)CC1 (stereo not given)
    10%	-2%	0%	4%	3%	2.4	-1.0%	-6%	i

Next section.
Values run as follows: Nrf2 inh	HepG2 viability	TGFb SMAD3 inh	ATXN2 expr inh	EPAC2 agonist	IL-2 act	Nrf2 activator	A549 tox	S2 tox
16: COC(=O)C1CCN(S(=O)(=O)c2cn(C)c(=O)n(C)c2=O)CC1
    13%	-5%	-8%	-22%	13%	0.9	-0.1%	-2%	?
17: O=C(C1=C[C@@H](c2coc3ccccc3c2=O)C[C@@H](OCCCCO)O1)N1CCN(Cc2ccc3c(c2)OCO3)CC1
    ?	0%	2%	-12%	9%	-0.1	2.3%	3%	i
18: COc1cc(C(=O)N2CCN(CCCc3ccccc3)CC2)cc(OC)c1OC
    -5%	5%	-8%	-3%	1%	0.1	-0.6%	1%	i
19: CCOC(=O)c1cc(C)n(CC2CCC(C(=O)Nc3ccc(OC)c(OC)c3)CC2)c1C (stereo not given)
    ?	-15%	-36%	.	.	.	-0.6%	13%	.
20: CCS(=O)(=O)c1nc(S(=O)(=O)c2ccc(C)cc2)c(NCc2ccc(Cl)cc2)s1
    -2%	-2%	-15%	-1%	.	.	1.3%	15%	i
21: CCCCC(=O)NC(Nc1cc(C)ccn1)(C(=O)OCC)C(F)(F)F (stereo not given)
    4%	11%	30%	8%	-3%	0.3	-0.4%	-5%	?
22: CC1=NN(C(=O)c2ccccc2F)C(O)(c2ccc(Cl)cc2)C1 (stereo not given)
    6%	-67%	?	?	9%	2.1	-0.5%	16%	?
23: CC(=O)Nc1cccc(-c2ccnc3c2CC(C)(C(=O)Nc2cccnc2)O3)c1 (stereo not given)
    .	-17%	5%	-5%	8%	-0.5	-0.1%	.	i
24: CCOc1ncccc1C(=O)N1CCN(c2cccc(C)c2C)CC1
    ?	7%	?	?	-2%	-4.2	-0.3%	?	?
25: CCOC(=O)C1CCN(CC(=O)N2C(C)CCCC2C)CC1 (stereo not given)
    1%	-2%	-21%	-3%	-9%	-2.7	-0.4%	-3%	i
26: COc1cc(/C=N/NC(=O)c2ccc3nc[nH]c3c2)cc(OC)c1OC
    -13%	-15%	-25%	7%	9%	-0.5	-0.6%	-12%	?
27: COc1ccc(NC(=O)CN(C)C(=O)CCCc2c[nH]c3ccccc23)cc1
    -13%	0%	5%	10%	0%	-1.0	0.4%	0%	i
28: O=C(c1cc(Cl)cc(Cl)c1)N1CCOCC1
    10%	-1%	-9%	8%	6%	-1.8	0.0%	1%	i
29: Cc1ccccc1NC(=O)c1ccc(CN2CCC(Cc3ccccc3)CC2)cc1
    ?	-41%	-20%	-31%	-14%	2.3	0.8%	?	i
30: COC(=O)C(C)NC(=O)C12CC3CC(CC(C3)C1)C2 (stereo not given)
    .	-21%	2%	0%	12%	-0.2	-0.1%	0%	i

The results go on.
Values run as follows: Nrf2 inh	HepG2 viability	TGFb SMAD3 inh	ATXN2 expr inh	EPAC2 agonist	IL-2 act	Nrf2 activator	A549 tox	S2 tox
31: O=C(c1ccco1)N1CCN(C(=O)c2ccc(Br)o2)CC1
    .	-1%	4%	.	7%	0.1	2.0%	.	?
32: CC(=O)Nc1ccc(NC(=O)CCCc2nc(-c3ccc(C(C)(C)C)cc3)no2)cc1
    .	2%	36%	?	.	.	-2.8%	-8%	i
33: CCOc1ccc(CNS(=O)(=O)c2ccc3[nH]c(=O)ccc3c2)cc1
    .	4%	27%	6%	.	.	0.5%	-3%	i
34: O=S(=O)(Nc1ccccc1)c1ccc(S(=O)(=O)N2CCCC2)cc1
    ?	-23%	-24%	-4%	8%	0.3	0.0%	-8%	i
35: COc1cccc(C(=O)Nc2ccc(NC(=O)c3ccco3)c(Cl)c2)c1
    -11%	-8%	2%	-24%	6%	0.7	2.3%	-1%	i
36: COC(=O)c1cc(NC(=O)c2ccc(OC)cc2)c(=O)oc1C
    6%	0%	18%	45%[activator]	9%	0.0	-0.7%	-5%	i
37: CCOc1ccc(N2C(=O)S/C(=C\c3ccc(O)c(OCC)c3)C2=O)cc1
    ?	-15%	0%	-2%	4%	-2.9	-1.0%	-6%	i
38: COCCCNC(=O)COc1ccc(S(=O)(=O)Nc2ccccc2)cc1
    .	9%	17%	-11%	-5%	0.1	-0.3%	-2%	i
39: CC(C)=CCc1c2c(c3occ(-c4ccc(O)c(O)c4)c(=O)c3c1O)C=CC(C)(C)O2
    ?	8.9µM*	10µM*	22µM*	-18%	-0.7	-2.8%	?	?
40: COc1ccc(CCn2c(NCCCN3CCOCC3)nc3c2c(=O)[nH]c(=O)n3C)cc1
    -19%	-31%	19%	-5%	14%	-0.9	0.6%	-16%	i

An excerpt of these results, as labelled records.
34	O=S(=O)(Nc1ccccc1)c1ccc(S(=O)(=O)N2CCCC2)cc1
  Nrf2 inh: ?; HepG2 viability: -23%; TGFb SMAD3 inh: -24%; ATXN2 expr inh: -4%; EPAC2 agonist: 8%; IL-2 act: 0.3; Nrf2 activator: 0.0%; A549 tox: -8%; S2 tox: i
35	COc1cccc(C(=O)Nc2ccc(NC(=O)c3ccco3)c(Cl)c2)c1
  Nrf2 inh: -11%; HepG2 viability: -8%; TGFb SMAD3 inh: 2%; ATXN2 expr inh: -24%; EPAC2 agonist: 6%; IL-2 act: 0.7; Nrf2 activator: 2.3%; A549 tox: -1%; S2 tox: i
36	COC(=O)c1cc(NC(=O)c2ccc(OC)cc2)c(=O)oc1C
  Nrf2 inh: 6%; HepG2 viability: 0%; TGFb SMAD3 inh: 18%; ATXN2 expr inh: 45%[activator]; EPAC2 agonist: 9%; IL-2 act: 0.0; Nrf2 activator: -0.7%; A549 tox: -5%; S2 tox: i

4 compounds already listed, sorted by formula weight, rising:
Values run as follows: Nrf2 inh	HepG2 viability	TGFb SMAD3 inh	ATXN2 expr inh	EPAC2 agonist	IL-2 act	Nrf2 activator	A549 tox	S2 tox
36: COC(=O)c1cc(NC(=O)c2ccc(OC)cc2)c(=O)oc1C
    6%	0%	18%	45%[activator]	9%	0.0	-0.7%	-5%	i
31: O=C(c1ccco1)N1CCN(C(=O)c2ccc(Br)o2)CC1
    .	-1%	4%	.	7%	0.1	2.0%	.	?
33: CCOc1ccc(CNS(=O)(=O)c2ccc3[nH]c(=O)ccc3c2)cc1
    .	4%	27%	6%	.	.	0.5%	-3%	i
38: COCCCNC(=O)COc1ccc(S(=O)(=O)Nc2ccccc2)cc1
    .	9%	17%	-11%	-5%	0.1	-0.3%	-2%	i

Assay outcomes as filed in PubChem BioAssay.
